# Screening results deposited in PubChem by Sanford-Burnham Center for Chemical Genomics.
# SENP1 inh = human SENP1 catalytic domain inhibitors, primary screen, biochemical, FRET, uHTS; 0.21% of 360,000 active; Sentrin-specific protease 1 (Homo sapiens), Q9P0U3; inhibition, % at 10 µM; AID 624204, 2012; recombinant SENP1 catalytic domain, CyPet-SUMO1-YPet FRET cleavage;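 active = inhibition at least 30% at 10 µM, raw YFP signal under a set limit, fluorescence ratio 0.5 to 1.5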;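 note: 0% = enzyme with DMSO and 100% = no enzyme wells; some results filed as inactive read as strong as hits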
#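 System: Recombinant human SENP1 catalytic domain, His6-tagged | Incubation: Enzyme reaction for 50 min at room temperature, dark | Medium: Tris pH 8 with BME, BSA, NP40 and catalase | Also added: 25 nM SUMO1 FRET substrate | Compound: 10 µM single point, 0.5% DMSO | Measured by: FRET fluorescence in CFP and YFP emission channels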
# HKDC1 inhibitor = HKDC1 hexokinase inhibitors, primary screen, biochemical, fluorescence, uHTS; recombinant HKDC1, G6PDH/diaphorase resazurin coupled fluorescence; inhibition, % at 20 µM; AID 493160, 2011; 0.16% of 340,000 active; Q2TB90;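 active = inhibition above about 35% when tested at 20 µM, limit read from the data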;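 note: plate controls were DMSO wells with enzyme for no effect and DMSO wells lacking enzyme for full effect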
# Target sequence (Q2TB90 whole entry, looked up): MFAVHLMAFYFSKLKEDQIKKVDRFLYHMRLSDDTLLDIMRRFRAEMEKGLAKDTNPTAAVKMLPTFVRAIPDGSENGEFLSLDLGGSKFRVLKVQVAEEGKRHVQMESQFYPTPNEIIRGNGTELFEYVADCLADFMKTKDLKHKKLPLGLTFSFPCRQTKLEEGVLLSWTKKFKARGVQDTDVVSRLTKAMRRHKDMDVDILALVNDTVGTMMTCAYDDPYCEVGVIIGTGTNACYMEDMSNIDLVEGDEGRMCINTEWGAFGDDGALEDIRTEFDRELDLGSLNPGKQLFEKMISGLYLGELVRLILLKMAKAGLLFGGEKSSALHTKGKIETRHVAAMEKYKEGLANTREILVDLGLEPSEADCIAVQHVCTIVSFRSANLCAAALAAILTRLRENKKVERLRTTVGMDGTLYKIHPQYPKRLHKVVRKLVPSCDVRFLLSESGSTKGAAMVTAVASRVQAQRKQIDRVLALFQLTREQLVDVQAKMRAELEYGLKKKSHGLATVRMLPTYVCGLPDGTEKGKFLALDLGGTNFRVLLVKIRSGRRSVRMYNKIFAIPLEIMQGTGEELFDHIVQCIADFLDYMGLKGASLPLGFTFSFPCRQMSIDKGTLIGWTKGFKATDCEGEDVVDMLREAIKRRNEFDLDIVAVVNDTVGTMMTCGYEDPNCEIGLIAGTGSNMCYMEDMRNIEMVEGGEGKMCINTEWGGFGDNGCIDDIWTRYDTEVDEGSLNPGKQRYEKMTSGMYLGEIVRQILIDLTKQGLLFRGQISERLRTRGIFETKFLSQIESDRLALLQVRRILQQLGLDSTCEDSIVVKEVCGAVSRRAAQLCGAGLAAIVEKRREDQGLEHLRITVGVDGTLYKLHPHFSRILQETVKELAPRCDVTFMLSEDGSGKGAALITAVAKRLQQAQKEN
#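 Incubation: 90 min at room temperature in dark / Material: recombinant HKDC1 (HK5) hexokinase enzyme, produced in-house / Quantity: enzyme 5 µg/mL final / Compound: one dose of 20 µM, 1% DMSO / Reagent: glucose and ATP substrates / Buffer or medium: Tris pH 8.0 buffer with MgCl2, Tween-20, BSA, BME / Technique: resorufin fluorescence at 613 nm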
# PfG6PD inh = PfG6PD enzyme inhibitors, primary screen, biochemical, fluorescence intensity, uHTS; glucose-6-phosphate dehydrogenase-6-phosphogluconolactonase (Plasmodium falciparum 3D7); PfGluPho enzyme, NADPH resazurin-diaphorase fluorescence; inhibition, % at 20 µM; 0.78% of 350,000 active;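 active = inhibition reaching at least a set limit at 20 µM in the primary screen, cut at about 59% in these data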;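 note: 0% = DMSO wells with substrate and 100% = DMSO wells lacking glucose-6-phosphate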
# SENP6 block = SENP6 protease inhibitors, primary screen, biochemical, luminescence, uHTS. Sentrin-specific protease 6 (Homo sapiens), Q9GZR1. Recombinant SENP6 catalytic domain, aminoluciferin luminescence. inhibition, % at 10 µM. 1.8% of 330,000 active. AID 2599, 2010;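 active = inhibition above about 50% at the single tested dose, limit read from the data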;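 note: plate controls were DMSO wells with enzyme for no effect and DMSO wells lacking enzyme for full effect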
# UBC13 polyUb = UBC13 polyubiquitin chain formation inhibitors, primary screen, biochemical, TR-FRET, uHTS. 0.47% of 330,000 active. inhibition, % at 20 µM; in the data active = inhibition above about 45%, passing the limit was not always enough
# Target sequence (P61088 whole entry, looked up): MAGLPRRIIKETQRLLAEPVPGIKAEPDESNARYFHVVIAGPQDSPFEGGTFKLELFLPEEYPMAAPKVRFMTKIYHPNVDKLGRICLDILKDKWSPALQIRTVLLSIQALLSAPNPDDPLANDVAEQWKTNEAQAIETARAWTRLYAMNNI
# SENP8 block-1 = SENP8 protease inhibitors, primary screen, biochemical, luminescence; AID 2540, 2010; 1.2% of 330,000 active; purified SENP8, Z-RLRGG-aminoluciferin cleavage; inhibition, % at 10 µM; Sentrin-specific protease 8 (Homo sapiens), Q96LD8; in the data active = inhibition above about 50%
# beta cell repl = inducers of MIN6 beta-cell proliferation, primary screen, ATP luminescence, uHTS. AID 2380, 2010. 0.29% of 330,000 active. MIN6 cells proliferation, ATPlite luminescence, 48 h; cells starved in 0.2% serum; 100% = growth in 10% serum. proliferation, % at 10 µM;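 active = compounds whose signal lies at least 3.5 SD above the mean of all wells on their plate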;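 note: 0% = DMSO-treated cells in low-serum medium and 100% = 10% serum control; some compounds called inactive have numbers as strong as hits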
# SENP8 block-2 = human SENP8 protease inhibitors, primary screen, biochemical, fluorescence, Nedd8 protein substrate, uHTS; Sentrin-specific protease 8 (Homo sapiens), Q96LD8; recombinant SENP8; inhibition, % at 20 µM; 0.64% of 360,000 active; AID 602440, 2012; in the data active = inhibition mostly above about 40%, no sharp cut-off; inactive = mostly below about 27%
# SENP7 inh = SENP7 protease inhibitors, primary screen, biochemical, luminescence, uHTS | recombinant SENP7, Z-RLRGG-aminoluciferin luminescence, 40 min | 1.5% of 330,000 active | Sentrin-specific protease 7 (Homo sapiens), Q9BQF6 | inhibition, % at 5 µM;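 active = inhibition above about 50% at the single test dose, limit read from the data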;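 note: plate controls were DMSO with enzyme for no effect and no enzyme buffer wells for full effect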
# Numbers without * were called inactive; x = no result given. Compounds were not picked by outcome. About 4% of those tested had a hit in this group.
SMILES,SENP1 inh,HKDC1 inhibitor,PfG6PD inh,SENP6 block,UBC13 polyUb,SENP8 block-1,beta cell repl,SENP8 block-2,SENP7 inh
CCCCn1c(N)c(N(CCOC)C(=O)CCCn2c(=O)oc3ccccc32)c(=O)[nH]c1=O,-5,-6,11,x,x,x,x,6,x
Cn1c(-c2ccc3c(c2)OCO3)cnc1NCc1ccc(Cl)cc1,1,-8,11,-13,12,6,-5,-67,5
Cc1c(Cl)cccc1-n1c(SCC(=O)N2CCC(C(=O)O)CC2)nnc1-c1ccncc1,1,-16,-3,-13,-5,-8,-1,-7,5
O=C1CN(C(=O)CNC(=O)c2ccc(Cl)cc2Cl)CCN1,0,-8,-13,-19,6,1,2,7,13
Cc1cccc2cc(C(c3nnnn3Cc3ccccc3)N3CCCc4ccccc43)c(=O)[nH]c12 (stereo not given),-31,6,-9,12,-13,7,-6,-30,0
Cc1occc1C(=O)Nc1cc(C(C)(C)C)on1,-2,1,2,96*,2,93*,-3,21,97*
Nc1nc2nccc(-c3ccccn3)n2n1,2,-3,-5,11,4,9,-1,-373,1
O=C(Nc1ncccc1O)c1ccc(OCC2CCCO2)cc1 (stereo not given),1,8,16,45,-3,21,-3,-2,51*
O=C(CCS(=O)(=O)c1cccc2nsnc12)NC1CCCCC1,2,0,-4,-10,0,0,2,-3,6
COc1nc(-c2ccccc2)cc(C(F)(F)F)n1,2,-4,-10,-20,15,1,2,11,5
CCOC(=O)n1c(=O)oc2ccccc21,4,-8,-16,-1,-2,-3,2,10,6
NS(=O)(=O)c1ccc(CNC(=S)Nc2cc(S(=O)(=O)N3CCOCC3)ccc2Cl)cc1,2,-5,1,x,x,x,x,9,x
Cc1noc(/C=C/c2cccs2)c1S(=O)(=O)N1CCC(C(=O)NCCCN2CCCC(C)C2)CC1 (stereo not given),0,1,-6,-28,17,-2,-6,-18,4
CCCOc1ccc(-c2nnn(CC(=O)OCC)n2)cc1,2,-6,9,-3,1,-2,-5,4,8
Cc1c(C(=O)NCCCN2CCOCC2)oc2ccc(S(=O)(=O)N3CCOCC3)cc12,2,-3,-20,-16,-2,4,-2,6,-5
CSCCC(NS(=O)(=O)c1ccccc1F)C(=O)NCC(C)(C)N1CCOCC1 (stereo not given),1,5,-5,-6,5,-8,3,9,5
CNC(=O)c1c(NC(=O)CCS(=O)(=O)c2ccccc2)sc(C)c1C,1,-2,4,-2,-3,-7,3,4,-2
O=C(NCc1ccco1)c1ccc2c(c1)N(Cc1ccc(Cl)cc1)CCS2,-2,3,20,12,25,6,-6,-425,3
Cc1cc(F)ccc1NS(=O)(=O)c1c(C(=O)N2CCOCC2)c(C)n(C)c1C,2,-8,-10,-16,-12,3,0,9,8
COc1ccc(CCN2C(=O)C(Oc3ccccc3)C2c2ccc3c(c2)OCO3)cc1 (stereo not given),1,-5,17,4,10,-2,0,17,6
CCNc1nc(NCC)n2c(SCC(=O)Nc3cc(OC)ccc3OC)nnc2n1,0,-2,2,3,-8,-3,-1,4,-11
N=c1oc2c3c4c(cc2cc1C(=O)Nc1ccccc1)CCCN4CCC3,-25,11,38,12,-98,-3,-4,-287,4
CC1(C)Cc2c(c(-c3ccccc3Cl)[nH]c(=O)c2C#N)CO1,1,7,-14,-13,13,2,-3,-483,-5
COc1ccccc1N(C)S(=O)(=O)c1ccc(C(=O)Nc2ccncc2)cc1,0,0,-2,-16,2,-6,-4,11,-5
COc1ccc2oc(-c3ccccc3)c(C(N)=O)c2c1,1,-2,-6,7,19,0,-2,-308,4
CCN1C(=O)/C(=C/C=C2/CCCN2C)OC1=S,-25,-9,-2,8,-15,-5,0,28,-2
Cc1cc(C(=O)CN2C(=O)NC(C)(c3cc(F)ccc3F)C2=O)c(C)n1C1CC1 (stereo not given),-1,-6,14,3,5,-2,-5,17,7
CSCCC(=O)N1CCCC(CNC(=O)c2ccccc2Cl)C1 (stereo not given),3,-10,-17,-2,6,-4,3,3,-3
CC(=O)NCCNC(=O)c1ccc(CSc2ccc(Cl)cc2)cc1,-1,-13,-10,-5,-3,-10,-1,1,5
Cn1nc(C(F)(F)F)c(-c2cccc(C(F)(F)F)c2)c1NC(=O)CSCC(=O)O,2,-2,-7,1,-9,3,3,13,0
CC(=C\c1ccco1)/C=C1/SC(=S)N(CC(=O)O)C1=O,7,3,-11,-16,-22,-4,-2,21,5
Cc1cc(C)c2c(c1)NC(C(=O)O)C1CC=CC21 (stereo not given),-48,12,4,2,-19,-4,-4,-43,-10
O=C1c2ccccc2C(=O)N1CCc1csc(-c2ccccc2)n1,0,3,10,1,-11,-1,-3,6,5
Cc1nn(Cc2c(Cl)cccc2Cl)c(C)c1NC(=O)c1cnn2c(C(F)F)cc(-c3ccccc3)nc12,0,2,-1,-24,-29,-6,-2,23,-9
CS(=O)(=O)NC1c2cccc3cccc(c23)C1Sc1nncn1/N=C/c1ccco1 (stereo not given),1,1,28,-13,0,4,3,11,2
Cc1ccc(NC(=O)CS(=O)CC(=O)NC2CCN(Cc3ccccc3)CC2)c(C)c1 (stereo not given),0,-3,7,-11,-7,-3,-3,13,-11
COc1ccc(CCNC(=O)C(=O)NCC2OCCN2S(=O)(=O)c2ccc(C)cc2)cc1 (stereo not given),-1,2,4,-12,0,13,1,8,-5
O=C(COC(=O)c1ccc2ncsc2c1)Nc1cccc(Cl)c1,1,0,56,7,9,-3,-3,-22,5
Cc1cccc(N2C(S)=C(C#N)C(=O)NC23CCCCC3)c1,-2,3,0,-2,4,-2,-2,13,-1
CCOC(=O)c1ccc(NC(=O)c2cccc(S(=O)(=O)N3CCN(C(C)=O)CC3)c2)cc1,-1,-7,10,-8,1,-4,0,4,-4
Cc1cccc(CSc2nnc(-c3cnccn3)n2C)c1,0,-2,2,0,2,4,-1,9,8
CC(=O)OC1CC2(C)C(C(C)=O)CCC2C2CCC3=CC(=O)CCC3(C)C12 (stereo not given),0,-5,-6,x,x,x,x,17,x
CC(C)(C)c1ccc(/C=N/NC(=O)CN2CCS(=O)(=O)CC2)cc1,1,-1,11,5,-7,1,-1,8,3
CNC(=S)NNC(=O)CCn1nc(C)c(Br)c1C,0,-8,6,1,1,4,-1,7,7
Cc1ccsc1/C=N/NC(=O)c1nnn(-c2nonc2N)c1CN(C)c1ccccc1,0,2,18,9,-25,1,0,3,1
Cc1cc(C)cc(NC(=O)CN2CCC(C(=O)c3ccccc3)CC2)c1,-1,-2,17,-1,0,4,-2,11,-1
O=C(COC(=O)/C=C/c1ccccc1[N+](=O)[O-])NCc1ccco1,2,-7,5,-4,15,-6,-2,6,-2
c1ccc(C2NCCc3ccccc32)cc1 (stereo not given),-1,-7,-18,-11,8,6,0,0,5
COc1ccc(N2CC(C(=O)OCC(=O)NCc3ccccc3)CC2=O)cc1 (stereo not given),2,4,-16,-18,-5,-6,0,0,0
Cn1nnnc1SCCNCc1cccnc1,1,0,-14,-14,-13,-12,-3,11,-4
O=C(c1ccc(-n2c(SCc3cccc(F)c3)nc3ccccc3c2=O)cc1)N1CCOCC1,1,-7,2,-1,6,-8,-1,17,11
COc1cc(OC)cc(C(=O)NC(C(=O)Nc2ccc3nc(C)sc3c2)C(C)C)c1 (stereo not given),1,-3,6,5,4,9,2,4,-3
O=C1Nc2cc(Cl)ccc2C1(N1CCNCC1)C(F)(F)F (stereo not given),3,-3,18,-11,6,3,-5,14,2
COc1ccc(CC(=O)NNC(=O)c2ccc(NC(C)=O)cc2)cc1,2,3,-21,-20,-6,-10,1,-10,-1
O=C1CCC(C(=O)OCC(=O)N2N=C3/C(=C/c4ccccc4)CCCC3C2c2ccccc2)N1 (stereo not given),0,1,9,-4,-4,0,-5,-60,-1
Cc1cc(C)n2nc(SCc3cccc(S(=O)(=O)N(C)C)c3)nc2n1,-1,0,4,-12,0,2,0,10,4
O=C(NCCCN1CCOCC1)C(=O)N/N=C/c1ccc(F)cc1,0,-4,6,13,-5,1,-1,16,0
CC(C)N(C(=O)Cn1cc(S(=O)(=O)CC(=O)NCc2ccccc2)c2ccccc21)C(C)C,3,-3,8,8,7,-4,0,2,-3
C=CCc1cccc(/C=N/NC(=O)C(C)Nc2ccc(C)cc2)c1O (stereo not given),-3,-3,-2,-2,8,0,-3,-12,-2
COc1ccc(N2CCN(C(=O)COC(=O)COc3cc(C)cc(C)c3)CC2)cc1,0,-3,10,-11,-3,-1,5,-10,5

# Continued.
SMILES,SENP1 inh,HKDC1 inhibitor,PfG6PD inh,SENP6 block,UBC13 polyUb,SENP8 block-1,beta cell repl,SENP8 block-2,SENP7 inh
Cc1cccc(NS(=O)(=O)c2ccc(C)c(C(=O)NCc3ccncc3)c2)c1,0,-7,-12,1,-3,11,-2,1,0
CCCOC(=O)c1ccc(NC(=O)c2ccoc2C)cc1,3,-2,16,95*,2,89*,-3,17,93*
Cc1ccc(S(=O)(=O)N(CC(=O)N2CCOCC2)c2ccccc2F)cc1,-1,-7,0,-16,4,1,6,2,1
CCOc1cc(C)cc2oc(=O)cc(-c3ccccc3)c12,-1,10,-6,5,-1,6,1,-37,5
CC1(C)N=C(c2cccs2)C(C)(C)N1O,3,-1,9,16,-10,-11,-2,13,-4
CCNc1nc(N)nc(-c2cc(Cl)ccc2OC)n1,1,-7,-8,-5,1,-2,-2,11,3
O=C(c1ccco1)N1CCN(C/C=C/c2ccccc2)CC1,1,-4,-9,-15,-4,5,-3,16,-6
O=C(CCC1CCCN(C(=O)c2ccoc2)C1)NCc1ccc(F)c(F)c1 (stereo not given),0,-5,5,-6,-2,-7,-2,-2,-2
COc1cccc(-n2nnc3c(=O)n(Cc4cccc(C)c4)cnc32)c1,-1,-6,-1,9,1,-1,3,4,-3
COc1ccc(NC(=O)CSc2ccccc2)cc1S(=O)(=O)N1CCCCC1,6,-11,5,-10,-1,-5,4.7*,4,-1

# Ordered by the number under PfG6PD inh (high to low): some entries from above
SMILES	PfG6PD inh
CCCOC(=O)c1ccc(NC(=O)c2ccoc2C)cc1	16
CC1(C)N=C(c2cccs2)C(C)(C)N1O	9
COc1ccc(NC(=O)CSc2ccccc2)cc1S(=O)(=O)N1CCCCC1	5
CCOc1cc(C)cc2oc(=O)cc(-c3ccccc3)c12	-6
Cc1cccc(NS(=O)(=O)c2ccc(C)c(C(=O)NCc3ccncc3)c2)c1	-12

# Profiles, looked up by structure. Order of values: SENP1 inh, HKDC1 inhibitor, PfG6PD inh, SENP6 block, UBC13 polyUb, SENP8 block-1, beta cell repl, SENP8 block-2, SENP7 inh
# CCOc1cc(C)cc2oc(=O)cc(-c3ccccc3)c12 as listed: -1, 10, -6, 5, -1, 6, 1, -37, 5
# Cc1ccc(S(=O)(=O)N(CC(=O)N2CCOCC2)c2ccccc2F)cc1 as listed: -1, -7, 0, -16, 4, 1, 6, 2, 1
